IL1B secr inh: blocks inflammasome-driven IL-1 beta release | THP-1 LPS/ATP IL-1B secretion, AlphaLISA, 16 h; stronger effect = lower value | AID 743279 | activity change, % at 57.5 µM | 360,000 compounds, 4.7% hits; in the data active = activity change below about -50%; inconclusive = mostly about -30% to -49%; also: % is scaled to controls: 0 for no effect and ±100 for the full control effect
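THP-1 cells pretreated 1 hr with compounds (up to 57.5 uM final), then stimulated with LPS (250 ng/mL final) plus ATP (1.25 mM final); secreted IL-1B measured by AlphaLISA after 16 hr, decreased signal indicating inhibition.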
D3 ag: agonists of human D3 dopamine receptor; 410,000 compounds, 0.58% hits; max activation, %; P35462; AID 652048; D3R DiscoveRx beta-arrestin cells, luminescence, 90 min; in the data active = max activation above about 30%; also: 0% is about no effect; mostly tested at two doses, the higher about 12 µM
Target sequence (P35462 whole entry, looked up): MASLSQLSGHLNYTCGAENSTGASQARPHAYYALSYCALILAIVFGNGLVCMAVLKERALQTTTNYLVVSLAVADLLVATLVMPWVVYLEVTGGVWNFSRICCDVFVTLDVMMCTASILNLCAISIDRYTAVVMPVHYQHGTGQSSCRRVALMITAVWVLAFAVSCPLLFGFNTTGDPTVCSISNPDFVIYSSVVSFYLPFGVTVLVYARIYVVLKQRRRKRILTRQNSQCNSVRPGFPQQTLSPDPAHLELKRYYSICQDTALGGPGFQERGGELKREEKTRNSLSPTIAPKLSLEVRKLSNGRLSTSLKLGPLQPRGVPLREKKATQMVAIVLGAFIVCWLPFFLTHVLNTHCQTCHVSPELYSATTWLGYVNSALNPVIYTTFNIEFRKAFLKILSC
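Agonist-mode cell screen: cells plated at 1500/well and incubated overnight at 37 °C, then exposed to library compounds for 90 min at 37 °C. Detection reagent was added for 30–60 min at room temperature, and luminescence was read.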
HT1080 IDH1KD tx: toxicity to HT-1080 IDH1 knockdown cells (counter line). HT-1080 IDH1 knockdown viability, ATP luminescence, 48 h. Potency, µM (series often up to 46.1 µM), inactives show at the highest dose activity, negative = toxicity, hits mostly cytotoxic. 360,000 compounds, 2% hits;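 also: potency is read from the fitted curve at half-maximal effect; 0% = DMSO wells and -100% = cell-free medium wells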
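Assay cells: HT-1080 with IDH1 knockdown, 750 per well, RPMI/5% FBS. Exposure: 48 h at 37 °C following 2 h pre-incubation. Read: CellTiter-Glo luminescence; fitted concentration-response, curve class assigned.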
KB-3-1 tox: KB-3-1 parental cell cytotoxicity | KB-3-1 viability, CellTiter-Glo ATP luminescence, 72 h | Potency, µM (doses to about 46.1 µM), without a hit: at the highest dose activity change, negative = cytotoxic, most hits filed as cytotoxic | 400,000 compounds, 1.4% hits | AID 1347075; also: potency is read from the fitted curve at half-maximal effect; % is scaled to controls: 0 for no effect and ±100 for the full control effect; nearly all actives have a fitted effect of over 60% in size
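Multi-concentration cytotoxicity screen in KB-3-1 cells grown in DMEM lacking phenol red with 10% FBS. After 72 h at 37 °C with compound, ATP-dependent luminescence was recorded.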
GLP1R ag: GLP-1 receptor (human) agonism; HEK293 GLP-1R CRE-luciferase, luminescence, 4-6 h; cells express a hypersensitive GLP-1R form; Potency, µM (highest dose often 45.6 µM), for inactives: at the highest dose activation, usual class: activators; 380,000 compounds, 0.007% hits; also: potency is read from the fitted curve at half-maximal effect; % of control where 0% means no effect
Target sequence (P43220 whole entry, looked up): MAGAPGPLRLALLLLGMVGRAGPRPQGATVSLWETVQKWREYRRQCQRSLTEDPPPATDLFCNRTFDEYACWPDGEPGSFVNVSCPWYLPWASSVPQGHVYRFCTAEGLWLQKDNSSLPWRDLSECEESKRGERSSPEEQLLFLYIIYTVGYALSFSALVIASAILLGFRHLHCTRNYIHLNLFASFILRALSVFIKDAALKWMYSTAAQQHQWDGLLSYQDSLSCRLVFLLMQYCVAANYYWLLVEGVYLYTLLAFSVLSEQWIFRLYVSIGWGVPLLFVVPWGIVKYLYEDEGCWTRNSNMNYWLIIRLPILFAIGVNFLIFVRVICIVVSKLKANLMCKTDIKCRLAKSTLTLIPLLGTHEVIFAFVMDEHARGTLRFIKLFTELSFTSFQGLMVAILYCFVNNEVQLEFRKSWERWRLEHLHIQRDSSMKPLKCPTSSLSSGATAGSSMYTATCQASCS
DRD3 antagonist: blocks the human D3 dopamine receptor | AID 652054 | D3R cells, DiscoveRx beta-arrestin luminescence, antagonist mode; stronger effect = lower value | 360,000 compounds, 2.5% hits | max response, negative = inhibition, %; in the data active = max response below about -50%; inconclusive = no clear call, values can overlap the other calls; also: % is scaled to controls: 0 for no effect and ±100 for the full control effect; mostly tested at two doses, the higher about 12 µM
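Cells plated overnight at 1500 cells/well, then exposed to library compounds with dopamine controls for 90 minutes at 37 degrees C. DiscoveRx reagent added for 30–60 minutes at room temperature; luminescence read, quantitative HTS format.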
KB-V1 cytotox: kills drug-selected multidrug resistant KB-V1 cells; KB-V1 MDR cells viability, CellTiter-Glo, 72 h; Potency, µM (series often up to 46.1 µM), for the others: top-dose activity change, negative = cytotoxicity, most hits filed as cytotoxic; 400,000 compounds, 3.4% hits; AID 1347076; also: potency is read from the fitted curve at half-maximal effect; % is scaled to controls: 0 for no effect and ±100 for the full control effect; nearly all actives have a fitted effect of over 60% in size
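KB-V1, DMEM (no phenol red) + 10% FBS; cpd pin-transferred, titration series; 72 h, 37 degrees C; CellTiter-Glo, luminescence. Data normalized, curve-fit.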
HT1080-NT tox: kills 2HG-producing HT-1080-NT fibrosarcoma cells; HT-1080-NT fibrosarcoma viability, CellTiter-Glo ATP luminescence, 48 h; Potency, µM (top dose mostly 46.1 µM), inactives show top-dose activity, negative = less viability, usual class: cytotoxic; 360,000 compounds, 1.6% hits; AID 686970;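 also: NT is the 2HG producing partner of a matched IDH1 knockdown line; potency is read from the fitted curve at half-maximal effect; 0% = DMSO-treated cells and -100% = media-only wells without cells; nearly all actives have a fitted effect of over 55% in size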
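A 48-hour cytotoxicity screen used HT-1080-NT cells plated 2 hours before compound delivery. ATP-based CellTiter-Glo luminescence measured viability, normalized to DMSO and no-cell controls.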
SW480 rerep: induces DNA re-replication in SW480 colon adenocarcinoma cells; SW480 DNA re-replication, Hoechst DNA content imaging, 48 h; Potency, µM (doses to about 46.1 µM), for the others: at the top dose re-replication activation, usual class: activators; 340,000 compounds, 1.8% hits; AID 624297; also: potency is read from the fitted curve at half-maximal effect; % of control where 0% means no effect; nearly all actives have a fitted effect of over 55% in size
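Image-based DNA-content assay: after two days of treatment, nuclei were labelled with the DNA dye Hoechst and imaged, and hits were compounds raising the count of nuclei showing high fluorescence intensity.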
Numbers without * were called inactive; ? = inconclusive; · = not tested or not shown; [ ] = dose if it differs, or a comment. Unless noted, calls follow the shape of the dose curve; as a rule, active = well fitted curve in the direction sought with a large enough effect; inconclusive = small, poorly fitted or top-dose-only effect, or another doubt; inactive = no such curve, though single readings can be large; an effect the other way counts as inactive or inconclusive. Rows are unselected. Share with any hit: about 12%.

Compound | KB-V1 cytotox | SW480 rerep | KB-3-1 tox | HT1080 IDH1KD tx | IL1B secr inh | D3 ag | DRD3 antagonist | HT1080-NT tox | GLP1R ag
Cc1nn(CC(=O)NC(C)c2ccccc2)c(C)c1[N+](=O)[O-] (stereo not drawn) | -13% | -8% | 6% | 10% | 7 | -4 | -10 | 9% | 4%
CCCCCCSc1nnc2[nH]c(=O)cc(N)n12 | -21% | 0% | -12% | -3% | -1 | -1 | -13 | -4% | 16%
CCCc1ccc(C(=O)NNC(=O)c2ccc(Cl)cc2)cc1 | -28% | -12% | 5% | 7% | -25 | 3 | 33 | -3% | 1%
CC(C)CN1C(Nc2ccccc2)=NC[C@@H]1C | -11% | 1% | 16% | 11% | 12 | 13 | -16 | 9% | 8%
C=CCn1c(Cc2c(C)[nH]c3ccccc23)nnc1SCC(=O)NCc1ccc(F)cc1 | -2% | 2% | -20% | 1% | -10 | 1 | ? | -5% | -1%
O=C(Nc1cccc(Oc2ccccc2)c1)C1Cc2c(-c3cccc(F)c3)ccnc2O1 (stereo not drawn) | -16% | · | 0% | -17% | ? | 12 | 2 | -3% | 2%
CCOC(=O)C1CCN(C(=O)c2cc3c(=O)n4ccccc4nc3s2)CC1 | -5% | -2% | -7% | -3% | 18 | 2 | 18 | -2% | 21%
COc1cc(=O)[nH]c(SC(C)C(=O)Nc2ccc3ccccc3c2)n1 (stereo not drawn) | 17% | -21% | 9% | -14% | 43 | 0 | ? | -4% | 6%
CCC(=O)Nc1ccccc1Sc1ncnc2scc(-c3ccccc3)c12 | -15% | -2% | 0% | -1% | -22 | -12 | -8 | 0% | 17%
CC1(C)OC(=O)C2=C(C[C@@H](C3CCCC3)O[C@H]2c2ccc(Cl)cc2)O1 | ? | · | ? | 0% | 17 | -5 | -23 | 3% | -1%
CNC(=S)NNC(=O)c1ccc(=O)n(Cc2cccc(C(F)(F)F)c2)c1 | -4% | ? | -5% | -13% | 29 | 0 | -14 | -6% | 3%
C=CCNC(=S)NNC(=O)c1ccncc1 | -2% | -6% | -3% | 10% | -1 | -3 | 6 | 4% | -2%
CCN(CC)C(=O)C(C)N(C#N)c1nc(NC(C)C)nc(NC(C)C)n1 (stereo not drawn) | 9.2µM* | 2% | -7% | -4% | -5 | 10 | 21 | 7% | -5%
O=C1CCCc2c1cc(-c1ccccc1)n2-c1ccc(O)cc1 | 0% | -15% | -2% | -18% | -1 | -10 | -17 | -2% | 3%
CC(=O)/C(=N/Nc1ccccc1)Sc1nnc(C(O)c2ccccc2)n1-c1ccccc1 (stereo not drawn) | 1% | -8% | 0% | 9% | -14 | -19 | 20 | 7% | -5%
Cc1cccc(N2CC34C=CC(O3)C(C(=O)O)C4C2=O)c1 (stereo not drawn) | 19% | 1% | -5% | 2% | -9 | -1 | -16 | -3% | -3%
COc1ccc(Cc2nnc3c4cnn(C)c4ncn23)cc1 | 8% | -3% | -2% | -2% | 0 | 5 | -22 | 12%[9.24 µM] | 5%
CCOc1ccc(-n2c(SCC(=O)NCC3CCCO3)nc3c([nH]c4ccccc43)c2=O)cc1 (stereo not drawn) | 14% | · | -5% | · | · | -12 | · | · | 4%
Cc1cc(C)c(S(=O)(=O)Nc2ccc(OCC(=O)O)cc2)c(C)c1 | 38% | -1% | 30% | 12% | 6 | 7 | 0 | 8% | -7%
CCOC(=O)N1CCC(NC(=O)c2ccc(Cl)cc2)CC1 | -12% | -21% | 0% | 16% | 30 | 5 | 2 | 5% | 7%
COc1nc(-c2ccc(Cl)cc2Cl)nc2ccccc12 | -5% | 1% | 0% | 15% | 19 | -1 | 0 | 5% | 14%
Nc1ccc(Cc2nc3cc4ccccc4cc3[nH]2)cc1 | ? | 12% | -1% | ? | 17 | -7 | -15 | ? | 3%
O=C(Nc1ccc(F)cc1)c1ccc(-n2cnnc2)cc1 | -10% | · | -3% | · | · | -15 | · | · | 0%
CC(C)NC(=O)CC1C(=O)NCCN1CC(c1ccccc1)c1ccccc1 (stereo not drawn) | -1% | -135%[inhibitor] | 0% | -3% | -14 | -6 | 8 | 1% | 5%
CC(=O)Oc1ccc(/C=C(\NC(=O)c2ccco2)C(=O)Nc2ccc(C(C)=O)cc2)cc1 | -14% | -53%[inhibitor] | -7% | 2% | -19 | 3 | 12 | 11% | 7%
Cc1c(C(=O)OCC(=O)Nc2ccccc2OC(F)F)cccc1[N+](=O)[O-] | 8% | -18% | -3% | 7% | 16 | -2 | -10 | 2% | 18%
CN(c1cccc(NC(=O)CN(c2ccc(C34CC5CC(CC(C5)C3)C4)cc2)S(C)(=O)=O)c1)S(C)(=O)=O | 18µM* | -4% | ? | 20µM* | -5 | 1 | 7 | ? | 5%
O=C(CO)N/N=C/c1ccc(Cl)cc1 | -6% | -5% | 1% | 8% | -2 | 2 | 13 | 13% | -6%
CC(=O)Oc1ccc(-c2nc3cc(Cl)ccc3c(=O)o2)cc1 | 0% | -2% | 1% | 12% | -18 | 4 | 0 | 16% | -3%
CC1CC(C)CN(C(=O)Cn2nnc(-c3ccccc3)n2)C1 (stereo not drawn) | -16% | -9% | 78% | 4% | -5 | 6 | -3 | 13% | 12%
Cn1c(SCC(=O)N2CCN(S(=O)(=O)c3ccccc3)CC2)nc2ccccc21 | ? | -1% | 0% | -2% | 24 | 11 | -8 | -2% | 3%
CCOc1ccccc1NC(=O)CSc1nnc(-c2ccco2)o1 | 0% | 1% | 5% | 0% | 18 | 11 | 10 | -1% | -2%
C=CCN1C=C2C(=O)C(C)(OC(=O)CCC(=O)OC)C(=O)C=C2C=C1C1CC1 (stereo not drawn) | ? | -27%[9.22 µM] | 15% | 10% | -1 | 9 | -2 | 10% | -1%
COc1ccc2[nH]c(CN3CCN(CCC(C)C)C(CCO)C3)c(C)c2c1 (stereo not drawn) | 3% | -2% | 12% | 2% | 0 | -13 | 3 | -23% | -1%
COc1ccccc1CNC(=O)Cn1cnc2ccccc2c1=O | 7% | 0% | 2% | 0% | 22 | 1 | 7 | 0% | -3%
Cc1ccc(OCC(=O)N2CCN(C(=O)c3cccnc3)CC2)cc1 | 13% | -3% | -5% | -2% | -4 | 4 | 1 | -2% | -15%
CCOc1ccc(C(=O)c2ccc([N+](=O)[O-])cc2Cl)cc1 | -11% | 0% | 4% | -18% | -28 | -4 | -8 | -2% | 7%
CC(=O)Nc1ccc(S(=O)(=O)Nc2nc3ccccc3nc2Nc2cccc(O)c2)cc1 | 2% | -3% | -2% | -12% | 11 | 3 | -14 | -17% | 3%
Cc1ccc2c(c1)N(CC(=O)N1CCN(c3ccccc3)CC1)C(=O)C(C)O2 (stereo not drawn) | -1% | -14% | 5% | -11% | -12 | 4 | 10 | -7% | 3%
CCCn1nc(NS(=O)(=O)c2ccccc2)c2cc3ccccc3nc21 | -25% | 0% | 1% | 4% | -3 | -1 | -11 | -1% | -2%
O=C(NCCCN1CCCC1)c1cccc(N2CCCC2=O)c1 | 25% | -6% | 9% | 8% | 5 | -2 | 2 | 8% | -14%
C[C@H](O)[C@@H]1CN2CCc3c([nH]c4ccccc34)[C@@H]2C[C@@H]1N(C)C(=O)Nc1ccc(F)cc1 | -7% | · | -10% | -9% | -14 | -8 | -7 | -15% | -1%
Oc1ccc(C(c2nnnn2CCc2ccccc2)N2CCN(c3nc4ccccc4s3)CC2)cc1 (stereo not drawn) | -13% | 2% | ? | -3% | -50* | -2 | 26 | 7% | 1%
Cc1nnc(SCC(=O)O)o1 | 3% | 8% | -4% | 13% | 2 | 9 | 5 | 21% | 0%
COc1ccc(-n2c(SCC(=O)Nc3sc4c(c3C#N)CCCC4)nnc2-c2ccccc2OC)cc1 | -11% | -7% | -6% | -2% | -8 | 6 | -6 | -6% | -12%
CC[n+]1c(/C=C(\C)OC)sc2ccccc21 | 9% | -3% | -6% | 11% | -21 | 2 | 8 | 20% | 0%
CC(=O)N1CCc2cc(C(=O)CN3CCC(C)CC3)ccc21 | ? | -18% | -4% | 4% | 11 | -9 | -10 | 23% | -4%
Cc1ccc(-c2cc(-c3ccccc3)nc(N)c2C#N)o1 | 17% | ? | 19% | 0% | 0 | 5 | 12 | 0% | 6%
CC(C1CC1)N(C(=O)c1ccccc1O)c1ccccc1 (stereo not drawn) | 1% | -1% | 4% | 6% | 5 | 2 | 1 | 7% | -4%
O=C1CC(c2ccc(Cl)cc2)n2nc(N3C(=O)CCC3=O)nc2N1 (stereo not drawn) | 0% | ? | 13% | 22% | 6 | -3 | -8 | 2% | -6%
O=C(OCc1nnc(-c2ccccc2)o1)c1ccc2c(c1)OCCO2 | 13% | -3% | -2% | 11% | 21 | 2 | 6 | 14% | 10%
Cc1ccc(CNC(=O)C2CCC(=O)N2Cc2ccccc2Cl)cc1 (stereo not drawn) | -2% | 3% | -1% | 13% | -2 | 3 | 3 | 16% | -3%
CCn1c(=NC(=O)c2cccc(N3C(=O)CCC3=O)c2)sc2c(C)ccc(OC)c21 | -5% | -2% | 12% | -10% | -27 | -1 | 11 | -23% | ?
Cc1cc(C)cc(C(=O)NCC(=O)OCN2C(=O)c3ccccc3C2=O)c1 | -2% | -6% | ? | 0% | 1 | -1 | 17 | 12% | 0%
Cc1cccc(NC(=O)CCN2C(=O)C3C4C=CC(C4)C3C2=O)n1 (stereo not drawn) | 4% | 3% | 8% | 27% | 5 | 2 | 7 | 21% | -13%
CC1CCC(NC(=O)COC(=O)CSc2ccc(C(N)=O)cc2[N+](=O)[O-])CC1 (stereo not drawn) | -13% | -117%[inhibitor] | 11% | -9% | 15 | 1 | -7 | -9% | 0%
CC1COC(=C2C(=O)OCC2C)C1 (stereo not drawn) | 15% | · | 3% | 10% | 20 | 9 | 10 | 8% | 5%
CCN(CCn1cccn1)C(=O)c1cc(COc2ccc(F)c(F)c2)on1 | -2% | ? | -5% | 1% | 5 | 4 | 10 | 13% | 0%
N#CC(=C1CCCC1)c1nc(-c2ccccc2O)cs1 | -3% | 29% | 0% | ? | 14 | -10 | 0 | -22% | -3%

High-throughput results: PubChem, National Center for Advancing Translational Sciences (NCATS)
